# POLH inh: blocks human DNA polymerase eta activity; hit rate 1.2% among 390,000; AID 588591; Potency, µM (titrated, usually from 114 µM), without a hit: top-dose activity change, negative = inhibition, hits mostly inhibitors; recombinant Pol eta, fluorescent DNA replication assay; note: % is set by controls: 0 for no effect and ±100 for the full control effect
#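 Fluorescent replication assay: 50 nM final substrate added after a 15 min room-temperature compound preincubation with 10 nM enzyme. Signal taken at 0 min and again at 10 min.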
# POLK inh: inhibitors of human DNA polymerase kappa | Potency, µM (titrated, usually from 107 µM), for the others: at the top dose activity, negative = inhibition, most hits filed as inhibitors | Q9UBT6 | purified Pol kappa, fluorescent DNA synthesis assay, 10 min | hit rate 0.53% among 400,000 | AID 588579; note: % is set by controls: 0 for no effect and ±100 for the full control effect
#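 Here, compound and 10 nM enzyme are combined for 15 min at room temperature; adding 50 nM substrate (final) starts DNA synthesis, tracked by fluorescence at 0 and 10 min against buffer-only wells.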
# BAZ2B inh: inhibitors of human BAZ2B bromodomain; Q9UIF8; AlphaScreen BAZ2B-H3K14Ac peptide displacement; Potency, µM (doses to about 114 µM), for inactives: at the highest dose activity change, negative = inhibition, hits mostly inhibitors; hit rate 4.4% among 360,000; AID 504333; note: % is set by controls: 0 for no effect and ±100 for the full control effect; nearly all actives have a fitted effect of over 60% in size
#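 AlphaScreen luminescence quantifies BAZ2B engagement of H3K14Ac peptide; the protein and biotinylated peptide are both at 50 nM final, buffer PBS pH 7.4 with 0.01% Tween-20, all steps at room temperature.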
# G9a block: blocks human histone lysine methyltransferase G9a. Q96KQ7. G9a H3K9 monomethylation, AlphaScreen, 2 h. Potency, µM (doses to about 102 µM), for inactives: top-dose activity, negative = inhibition, actives largely listed as inhibitors. hit rate 8.8% among 350,000; note: % is set by controls: 0 for no effect and ±100 for the full control effect; nearly all actives have a fitted effect of over 75% in size
#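 Using a bead-based AlphaScreen, monomethylated H3K9 product from 2 h room-temperature reactions (G9a 20 nM, peptide 500 nM, SAM 20 uM) was detected with 0.5 ug/mL rabbit anti-H3K9me1 antibody.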
# Apoferritin bind: candidate novel general anesthetic via apoferritin binding; P02791; apoferritin/1-aminoanthracene competitive binding, fluorescence; Potency, µM (titrated, usually from 77.5 µM), inactives show top-dose activity change, negative = displacement, most hits filed as inhibitors; hit rate 0.074% among 350,000; AID 485281; note: % is set by controls: 0 for no effect and ±100 for the full control effect; nearly all actives have a fitted effect of over 20% in size
# Target sequence (P02791 2-175 limits assumed): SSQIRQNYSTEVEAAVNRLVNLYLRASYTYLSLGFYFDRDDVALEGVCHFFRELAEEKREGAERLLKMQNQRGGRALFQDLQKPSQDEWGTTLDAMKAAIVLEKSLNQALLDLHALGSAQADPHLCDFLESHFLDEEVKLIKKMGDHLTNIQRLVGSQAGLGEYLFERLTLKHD
#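 Horse-spleen apoferritin (10 uM) in 50% saturated 1-aminoanthracene in PBS was incubated 10 min at room temperature with compound. Fluorescence (ex 380, em 535 nm) was normalized to free and bound 1-AMA, with concentration-response fitted by a four-parameter Hill equation.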
# APE1 inh: blocks human APE1 abasic DNA cleavage; recombinant APE1, TAMRA/BHQ-2 abasic DNA cleavage fluorescence; P27695; AID 2517; hit rate 0.35% among 350,000; Potency, µM (titrated, usually from 65.8 µM), without a hit: at the highest dose activity change, negative = inhibition, usual class: inhibitors;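 note: plate controls were vehicle for no effect and reference inhibitor for full effect; nearly all actives have a fitted effect of over 55% in size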
#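 Measures dequenching upon AP-site incision of a 5'-TAMRA/3'-BHQ-2 THF-containing duplex, 50 nM; human APE1 0.75 nM after 15 min room-temperature exposure to compound; kinetic three-point read at one-minute spacing.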
# BLM inh: Bloom syndrome helicase (human) inhibition | hit rate 0.2% among 350,000 | P54132 | Potency, µM (doses to about 56.1 µM), without a hit: at the highest dose activity change, negative = inhibition, usual class: inhibitors | recombinant BLM DNA unwinding, fluorescence dequenching;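 note: plate controls were vehicle for no effect and no enzyme for full effect; nearly all actives have a fitted effect of over 35% in size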
# Pol iota inh: blocks human DNA polymerase iota activity. AID 588590. hit rate 1% among 390,000. Pol iota fluorescent replication assay, 10 min. Potency, µM (series often up to 115 µM), for inactives: at the top dose activity, negative = inhibition, most hits filed as inhibitors. Q9UNA4
# Target sequence (Q9UNA4 whole entry, looked up): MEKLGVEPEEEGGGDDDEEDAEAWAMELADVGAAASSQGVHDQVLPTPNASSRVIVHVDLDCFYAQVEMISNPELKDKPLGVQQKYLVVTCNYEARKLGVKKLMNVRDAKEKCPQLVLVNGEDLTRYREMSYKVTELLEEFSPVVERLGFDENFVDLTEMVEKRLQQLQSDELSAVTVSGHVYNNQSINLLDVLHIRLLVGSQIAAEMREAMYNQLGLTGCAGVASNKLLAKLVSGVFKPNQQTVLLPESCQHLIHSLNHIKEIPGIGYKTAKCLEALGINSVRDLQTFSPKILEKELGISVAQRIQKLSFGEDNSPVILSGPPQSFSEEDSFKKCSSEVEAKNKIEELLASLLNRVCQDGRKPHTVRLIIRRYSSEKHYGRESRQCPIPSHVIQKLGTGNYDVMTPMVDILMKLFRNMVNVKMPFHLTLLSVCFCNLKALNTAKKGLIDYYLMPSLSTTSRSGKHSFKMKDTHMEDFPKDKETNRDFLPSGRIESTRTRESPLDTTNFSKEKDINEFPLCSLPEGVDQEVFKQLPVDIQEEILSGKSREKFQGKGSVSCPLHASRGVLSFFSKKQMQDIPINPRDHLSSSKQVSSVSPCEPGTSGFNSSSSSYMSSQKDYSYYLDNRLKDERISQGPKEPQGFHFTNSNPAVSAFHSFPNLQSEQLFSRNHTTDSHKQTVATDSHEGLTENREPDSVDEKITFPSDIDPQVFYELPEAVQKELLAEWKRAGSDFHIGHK
#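 Pol iota at 10 nM preincubated 15 min with compounds at room temperature; reaction started with fluorescent substrate, 50 nM final. Fluorescence read kinetically at 0 and 10 min; buffer-only wells as negative control.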
# POLB inh: inhibitors of human DNA polymerase beta | Pol beta primer extension/strand displacement, fluorescence kinetic | Potency, µM (series often up to 114 µM), inactives show at the top dose activity change, negative = inhibition, actives largely listed as inhibitors | hit rate 1.3% among 340,000; note: % is set by controls: 0 for no effect and ±100 for the full control effect
#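 Enzyme-only controls used 10 nM Pol beta; buffer lacking enzyme served as negative control. Compound preincubated 15 min, then 50 nM substrate added; 0 and 10 min reads at room temperature.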
# * hit, by the source's call; ? = inconclusive; . = not tested or not shown; & = joins results of further samples; ! = not active in a repeat; [ ] = another dose, or the depositor's remark. Calls come from the whole dose curve; as a rule, active = well fitted curve in the direction sought with a large enough effect; inconclusive = small, poorly fitted or top-dose-only effect, or another doubt; inactive = no such curve, though single readings can be large; an effect the other way counts as inactive or inconclusive. Potency is the fitted concentration of half-maximal effect. These rows are one share of the data (hit frequency here may not be typical).
entry	canonical_smiles	Pol iota inh	BAZ2B inh	Apoferritin bind	G9a block	POLB inh
1	COc1ccccc1-c1nn2c(-c3ccco3)nnc2s1	?	?	?	?	14.1µM*
2	CCC1(CC)C(=O)NN(c2ccccc2)C1=O	3.0%	-2.8%	-5.3%	11.6%[59 µM]	15.8%
3	COCCOC(=O)C1=C(C)NC(=O)NC1c1ccc(-c2cc(Cl)ccc2Cl)o1 (stereo unspecified)	31.7%[activator]	-0.1%	-16.7%	.	34.7%
4	O=C(CN(Cc1ccccc1Cl)C(=O)c1csnn1)NCCc1ccccc1	113.6%[activator]	1.5%	-5.3%	11.2%	33.6%
5	NC(=O)c1ccc[n+](CC(=O)OCCC23CC4CC(CC(C4)C2)C3)c1	8.8%	12.2%[57.1 µM]	?	16.4%[59 µM]	59.0%
6	COc1ccccc1-c1nc(SCC(=O)NCC2CCCO2)c2c(=O)n(C)c(=O)n(C)c2n1 (stereo unspecified)	.	-18.7%	-2.9%	-15.9%[59 µM]	22.7%
7	Nc1ccccc1NC(=O)CCn1c(=S)[nH]c2ccccc2c1=O	-6.0%	-4.8%	-6.9%	44.7µM*	19.4%
8	CCn1cc(C(=O)O)c(=O)c2cc(OC)ccc21	7.3%	?	-18.1%	?	-20.9%
9	CCOC(=O)CN(C(=O)CNC(=O)c1ccco1)C(C(=O)NC1CCCCC1)c1cccs1 (stereo unspecified)	18.1%	-18.7%	-15.3%	-38.2%[59 µM]	-14.3%
10	O=c1cc(-c2ccccc2Cl)oc2c(Br)ccc(O)c12	4.2%	-12.4%	?	56.2µM*!	3.8%
11	CC(C)Sc1ccccc1C(=O)Nc1ccc2c(c1)n(C)c(=O)n2C	162.1%[activator]	56.2µM*	-11.1%	6.31µM*	2.5%
12	CC1(c2ccc3c(c2)OCO3)NC(=O)N(CC(=O)NCCC2=CCCCC2)C1=O (stereo unspecified)	14.8%	12.2%	-22.5%	0.9%[59 µM]	20.8%

entry	APE1 inh	BLM inh	POLH inh	POLK inh
1	-9.3%	-8.4%	-10.4%	-14.9%
2	3.8%	-0.7%	-10.2%	-7.2%
3	3.0%	-3.9%	-13.7%	-6.1%
4	2.6%	-1.5%	-4.0%	-11.4%
5	9.7%	1.1%	0.7%	-5.4%
6	-10.6%	-1.7%	.	.
7	8.3%	0.6%	6.2%	-12.5%
8	15.7%	-3.0%	-9.1%	-11.7%
9	4.0%	-3.5%	4.6%	-6.1%
10	-2.1%&13.8%	-0.5%[75.6 µM]	-3.3%	-16.8%&15.0%
11	4.9%	-5.3%	-8.5%	1.4%
12	14.8%	-3.1%	-4.3%	-4.6%

# (further entries)
entry	canonical_smiles	Pol iota inh	BAZ2B inh	Apoferritin bind	G9a block	POLB inh
13	O=[N+]([O-])c1ccc(CNc2cccc(Cl)c2)s1	126.7%[activator]	?	?	44.7µM*	29.1%
14	CN(C)CCNC(=O)c1ccc(COc2ccc(Cl)cc2Cl)cc1	-6.7%	-25.8%[57.1 µM]	?	-37.8%	-20.7%
15	COc1ccc(-c2nc(=S)c3c(n2Cc2cccnc2)CC(C)(C)OC3)cc1	-6.6%	-16.5%	-6.9%	-5.1%	-2.6%
16	NCCCC[C@H](NC(=O)[C@@H]1CCCN1C(=O)[C@H](CO)NC(=O)[C@H](CC(=O)O)NC(=O)CNC(=O)[C@H](CCCN=C(N)N)NC(=O)CN)C(=O)O	.	.	3.8%	.	.
17	N#Cc1ccc(-c2ccccc2)nc1SCC(=O)c1cccc(Cl)c1	2.5%	-3.6%	-12.9%	-3.5%	27.3%
18	COc1cccc(-c2nc(SCc3ccc(C)cc3)n3[nH]c(=O)cc3n2)c1	89.1µM*	4.5%	-10.4%	45.1%[activator][59 µM]	?
19	CCCS(=O)(=O)c1c(S(=O)(=O)CCC)c2ccc(C(N)=O)cn2c1C(=O)c1ccc(OC)cc1	23.2%	-0.1%	-15.8%	-0.3%	12.4%
20	O=C(CCSc1nnc(-c2ccncc2)o1)Nc1ccc(Cl)cc1	-1.4%	-1.7%	-6.4%	-7.0%[2.33 µM]	1.8%
21	O=C(/C=C/c1ccc(N2CCCCC2)c([N+](=O)[O-])c1)c1ccc(O)cc1	9.0%	39.8µM*	?	-25.4%[12.7 µM]	-7.9%
22	CCCc1cc(=O)oc2cc(C)cc(OC(C)C(=O)NCC3CCC(C(=O)O)CC3)c12 (stereo unspecified)	-0.8%	3.5%	-6.1%	23.5%[12.7 µM]	10.1%
23	NS(=O)(=O)c1ccc(CCNC(=O)CSc2ncnc3ccccc23)cc1	-10.4%	.	-4.0%	25.6%	22.5%
24	COc1cccc(NC(=O)c2ccc(CN3CCN(c4ccccc4)CC3)cc2)c1	-2.9%	?	-13.7%	.	3.0%

entry	APE1 inh	BLM inh	POLH inh	POLK inh
13	17.3%	-5.7%	-3.8%	-1.5%
14	-9.0%	47.2%[activator]	-16.1%	-1.0%
15	3.4%	4.0%	-1.2%	-3.5%
16	-4.0%	0.8%	.	?
17	-2.7%	-1.3%	-0.2%	-7.4%
18	.	-3.9%	-7.7%	-15.8%
19	-1.9%	-5.8%	-17.7%	-7.1%
20	8.9%	0.9%	9.8%	-13.6%
21	-8.6%	-16.9%	-22.9%	-10.6%
22	12.7%	1.9%	-9.4%	-8.8%
23	11.1%	0.3%	-10.1%	-9.8%
24	6.6%	-6.7%	-6.8%	-7.3%

# More compounds
entry	canonical_smiles	Pol iota inh	BAZ2B inh	Apoferritin bind	G9a block	POLB inh
25	Cc1ccc2c(c1)C1CN(C)CCC1N2C(=O)c1cccc(S(=O)(=O)N(C)C)c1 (stereo unspecified)	32.2%[activator]	-12.3%	-8.0%	1.9%	-5.2%
26	CCN(CC)CCn1c(-c2ccc(C)cc2)nc(=S)c2c1CC(C)(C)OC2	-19.9%[58.9 µM]	-2.6%	-4.2%	2.5%	1.8%
27	CCCNC(=O)c1ccc2c(=O)c(O)c(-c3cccc(Br)c3)[nH]c2c1	?	-3.3%	277.6%[activator]	16.2%[59 µM]	-0.9%
28	CCN(CCCNC(=O)C1CCC(=O)N1Cc1ccc(F)cc1)c1cccc(C)c1 (stereo unspecified)	5.5%	?	-8.5%	?	2.8%
29	CCn1c(SCC(=O)C(C)(C)C)nnc1-c1cccnc1	-14.3%	13.4%	-0.4%	2.5%[59 µM]	-1.8%
30	Fc1ccc(Nc2ccc3ccccc3n2)c(F)c1	?	13.5%	?	-47.6%	4.7%
31	CCN(CC)c1ccc(N)cc1S(=O)(=O)Nc1ccc(OC)cc1	48.7%[activator]	?	8.5%	?	4.2%
32	CCOc1ccccc1C(=O)Nc1ccc(S(=O)(=O)N2CCN(C)CC2)cc1	-13.3%	-20.7%	-11.0%	-11.1%	39.1%[activator]
33	Cc1ccc(C(=O)OCC(=O)NCCNC(=O)COC(=O)c2ccc(C)o2)o1	5.5%	-7.8%	.	56.2µM*	.
34	Cc1ccc(S(=O)(=O)N2CCN(C(=S)NCc3ccc4c(c3)OCO4)CC2)cc1	78.8%[activator]	-23.3%	-11.0%	?	16.7%
35	COc1ccc(C)c(Cn2c(-c3nonc3N)nc3ccccc32)c1	16.5%	-1.0%	-23.1%	0.1%[12.7 µM]	19.1%
36	COc1cc(OC)cc(-n2nnc(-c3nc(-c4ccccc4Cl)no3)c2N)c1	-21.4%	-14.1%	17.0%	-9.2%[59 µM]	10.8%

entry	APE1 inh	BLM inh	POLH inh	POLK inh
25	1.8%	1.0%	-7.2%	-0.5%
26	5.1%	3.1%	-11.9%	-8.8%
27	-8.3%	-18.4%	-16.5%	-12.3%
28	2.9%	-1.7%	-13.9%	-2.0%
29	11.0%	-2.4%	-9.2%	1.0%
30	-0.3%	-3.1%	-13.9%	-2.3%
31	4.1%	-3.8%	-11.8%	-21.6%
32	6.0%	-0.7%	-12.0%	4.0%
33	-1.6%	.	2.7%	-10.1%
34	-3.7%	-6.5%	?	-16.1%
35	-6.5%	0.0%	-1.2%	-4.4%
36	.	-9.9%	-12.0%	-9.6%

# Next compounds
entry	canonical_smiles	Pol iota inh	BAZ2B inh	Apoferritin bind	G9a block	POLB inh
37	COc1c(F)c(F)c(C(=O)O)c(Nc2ccc(C)cc2)c1F	-23.5%	7.3%	-6.8%	.	29.9%
38	O=C(Cn1cc(S(=O)(=O)N2CCCC2)c(S(=O)(=O)N2CCCC2)c1)NCc1ccco1	-8.5%	-13.4%	-4.9%	22.5%[0.0925 µM]	40.4%
39	CC1=CC(=C2C=CC(=O)C=C2)C=C(C)N1C	.	17.7%	-6.0%	-3.1%	-0.7%
40	O=C(O/N=C1/CCSc2ccccc21)c1ccc(F)cc1	-19.6%[58.9 µM]	-3.2%	-20.9%	10.7%[12.7 µM]	-0.7%
41	COc1cc2nc(CN3CCN(S(=O)(=O)c4c(F)cccc4F)CC3)[nH]c(=O)c2cc1OC	2.3%	-24.9%	.	?	.
42	CCCCOc1cccc(C(=O)Nc2ccc(N3CCN(CC)CC3)cc2)c1	16.2%	-34.2%	-7.4%	?	-2.4%
43	CC(Sc1nnc(-c2cccnc2)n1N)C(=O)NCCC1=CCCCC1 (stereo unspecified)	33.3%[activator]	6.5%	.	56.2µM*	.

entry	APE1 inh	BLM inh	POLH inh	POLK inh
37	15.4%	-1.7%	-2.1%	-11.2%
38	-12.1%	1.2%	6.2%	-15.4%
39	-8.5%	-2.1%	.	.
40	-1.9%	-1.1%	-8.9%	-4.2%
41	12.2%	.	2.9%	2.9%
42	-0.2%	-4.2%	1.4%	-2.1%
43	-6.1%	.	-13.3%	-21.2%

# Some entries already given, showing only Pol iota inh:
no. | smiles | Pol iota inh
38 | O=C(Cn1cc(S(=O)(=O)N2CCCC2)c(S(=O)(=O)N2CCCC2)c1)NCc1ccco1 | -8.5%
41 | COc1cc2nc(CN3CCN(S(=O)(=O)c4c(F)cccc4F)CC3)[nH]c(=O)c2cc1OC | 2.3%
37 | COc1c(F)c(F)c(C(=O)O)c(Nc2ccc(C)cc2)c1F | -23.5%
